ARNT TACC3 PPI – disruptors of human ARNT/TACC3 interaction; Q9Y6A5; AlphaScreen His-ARNT PAS-B/GST-TACC3 binding, luminescence; TACC3 fragment carries E629A point mutation; inhibition, % at 9.99 µM; hit rate 0.66% among 390,000; AID 623870;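 active = mean inhibition of replicates at least 50% and at least half of replicates each reaching 50%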;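 note: 0% = complete ARNT plus TACC3 wells and 100% = ARNT alone without TACC3; many hits fall short of the cut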
PAX8 inh HTS – inhibitors of PAX8 transcriptional activity in RMG-I cells; RMG-I TPO-luciferase reporter, SteadyGlo, 24 h; inhibition, % at 12.6 µM; hit rate 1.2% among 360,000; AID 652154;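 active = mean replicate inhibition at least 60% with every replicate also reaching 60%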;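 note: luciferase light reporting Pax8 driven TPO promoter activity; plate controls were median of neutral control wells for no effect and mitoxantrone controls for full effect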
Starred values were filed as active, the others as inactive.

Start of the data: the first 3 compounds as a preview:
SMILES	ARNT TACC3 PPI	PAX8 inh HTS
COc1ccc(C2C(C(=O)NCc3cccnc3)c3ccccc3C(=O)N2C)cc1OC (stereo not drawn)	-4	8
CC(=O)Nc1cccc(-c2csc(NCc3ccco3)n2)c1	-2	4
CC(C)C(c1nnnn1Cc1ccc2c(c1)OCO2)N1CCN(C)CC1 (stereo not drawn)	0	6

Main list, from the start:
SMILES	ARNT TACC3 PPI	PAX8 inh HTS
COc1ccc(C2C(C(=O)NCc3cccnc3)c3ccccc3C(=O)N2C)cc1OC (stereo not drawn)	-4	8
CC(=O)Nc1cccc(-c2csc(NCc3ccco3)n2)c1	-2	4
CC(C)C(c1nnnn1Cc1ccc2c(c1)OCO2)N1CCN(C)CC1 (stereo not drawn)	0	6
CC(C)=CCSc1nnc([C@@H](NC(=O)OC(C)(C)C)C(C)C)o1	-11	-18
CCn1c(NCc2cccc(OC)c2OC)nc2ccccc21	1	-67
Cc1[nH]nc2c1C(Cc1ccccc1)C(C#N)=C(N)O2 (stereo not drawn)	-50	7
Clc1ccc2c(c1)C1OCCC1C(c1ccco1)N2 (stereo not drawn)	5	-128
O=C(CCN1CCN(Cc2ccccc2)CC1)Nc1cccc(Cl)c1	8	14
COc1ccc(CCNC(=O)C(=O)NCc2ccc(C(C)C)cc2)cc1OC	-23	-1
CCc1ccc(C2=Nn3c(nnc3-c3cccs3)SC2)cc1	3	13
CCOC(=O)N1CCN(C(=O)CSc2ncccn2)CC1	-4	-13
COc1ccc(/C=N/Nc2nc(N3CCCC3)nc(N3CCCC3)n2)cc1O	0	-9
CCOCCCn1c(SCC(=O)Nc2ccc(C(N)=O)cc2)nc2ccccc2c1=O	-3	-1
Cc1ccc(C2N(C)c3ccccc3-c3nc4ccccc4n32)o1 (stereo not drawn)	-10	9
CC(=O)Nc1nonc1-c1nc2ccccc2n1Cc1ccccn1	0	-6
Cc1csc(SCC(=O)N2CCN(S(=O)(=O)c3ccccc3)CC2)n1	-5	-3
CCOC(=O)c1nnn(-c2nn3nnnc3c3ccccc23)c1C	2	34
COC(=O)c1cccc(NC(=O)c2cccc(OC)c2)c1	-6	-144
CCOc1ccccc1NC(=O)CC(O)(C(F)(F)F)C(F)(F)F	-7	7
CC(C1CC1)N(C(=O)c1ccccc1O)c1ccccc1 (stereo not drawn)	1	9

Arranged by SMILES length (highest first): some entries from above
SMILES	ARNT TACC3 PPI	PAX8 inh HTS
CCOCCCn1c(SCC(=O)Nc2ccc(C(N)=O)cc2)nc2ccccc2c1=O	-3	-1
COc1ccc(/C=N/Nc2nc(N3CCCC3)nc(N3CCCC3)n2)cc1O	0	-9
Cc1csc(SCC(=O)N2CCN(S(=O)(=O)c3ccccc3)CC2)n1	-5	-3
Cc1ccc(C2N(C)c3ccccc3-c3nc4ccccc4n32)o1 (stereo not drawn)	-10	9
CC(=O)Nc1nonc1-c1nc2ccccc2n1Cc1ccccn1	0	-6
CCOC(=O)N1CCN(C(=O)CSc2ncccn2)CC1	-4	-13

(cont.)
SMILES	ARNT TACC3 PPI	PAX8 inh HTS
CCCn1nc(NS(=O)(=O)c2ccccc2)c2cc3ccccc3nc21	-9	-18
COc1ccccc1CNC(=O)Cn1cnc2ccccc2c1=O	2	-9
Cc1ccc(OCC(=O)N2CCN(C(=O)c3cccnc3)CC2)cc1	-5	6
Cc1ccc(NC(=O)CSc2nc(NS(=O)(=O)c3ccc(C)cc3)cc(=O)[nH]2)cc1	-22	-1
COc1ccccc1S(=O)(=O)Cc1ccc(C(=O)NCCN2CCCC2)o1	-3	2
O=C(N/N=C/c1ccccn1)c1ccco1	45*	-30
CN(C)CCCNCC(=O)Nc1ccccc1N1CCOCC1	-3	8
O=C(COc1ccc(-n2cnnn2)cc1)NC(=O)NCc1ccccc1	29	3
FC(F)(F)c1ccccc1NC(=S)NN1CCOCC1	-3	0
Cn1nc(-c2ccc(C(=O)Nc3cccnc3)cc2)c2ccccc2c1=O	-5	-12
Clc1ccc(/C=N/Nc2nn[nH]n2)cc1	33	3
O=C(COn1nnc2ccccc21)NCC1CCCCC1	-6	-86
Cc1ccc(NC2=NCCCCC2)cc1	-7	-16
Cc1c(NC(=O)C2(c3ccccc3)CCCC2)c(=O)n(-c2ccccc2)n1C	3	8
CCOC(=O)c1c(CN2CCCCC2)n(C)c2cc(Br)c(O)cc12	-7	14
Cc1ccc2nsnc2c1S(=O)(=O)NCc1ccc2c(c1)OCO2	-9	-1
COc1ccc(C2/C(=C(\O)c3ccc(OC)c(Cl)c3)C(=O)C(=O)N2CCN(C)C)cc1 (stereo not drawn)	-6	1
CCCN(C(=O)c1cccs1)c1nnc(-c2ccncc2)s1	-2	-82
Cn1nc(-c2ccccc2F)c2cc(C(=O)N3CCN(C(=O)c4ccco4)CC3)sc21	3	23
CC(C)(C)c1ccc(S(=O)(=O)CC(O)CSc2nc3c(cc2C#N)CCCC3)cc1 (stereo not drawn)	-20	5
CC1=C(C(=O)OC(C)C)C(c2ccc(F)cc2)NC(=O)N1 (stereo not drawn)	-4	13
Cc1ccc(-n2c(=O)c3sccc3n(CC(=O)NCc3ccco3)c2=O)cc1F	-2	7
CC(C)(C)c1ccc(C(=O)NCC(=O)OCN2C(=O)c3ccccc3C2=O)cc1	-3	-16
Cn1nc(CC(=O)Nc2ccc(N3CCN(C(=O)OC(C)(C)C)CC3)cc2)c2ccccc2c1=O	-3	30
O=C(COC(=O)c1cc[n+]([O-])cc1)Nc1ccc2c(c1)OCCO2	-6	-17
Cc1cc(CSc2ccccc2)ccc1NC(=O)c1cccc([N+](=O)[O-])c1	4	5
O=C(COc1ccccc1)N1CCN(c2nnc(-c3ccccc3)c3ccccc23)CC1	10	27
CC1=C(C(=O)Nc2ccccc2)C(c2ccc3c(c2)OCO3)C2=C(CCCC2=O)N1 (stereo not drawn)	-14	20
CCc1cc2c(NCCO)ncnc2s1	-4	-3
Cc1ccc(SCC(=O)Nc2ccccc2C(=O)O)cc1	0	-79
CC1CC2(CC(C)(C(=O)CSc3nc4ccccc4s3)OC2=O)C(=O)O1 (stereo not drawn)	-3	24
COc1cc(C(=O)NCC(=O)OCC(=O)c2ccc[nH]2)cc(OC)c1OC	-15	-11
Cc1cc(Cl)c(S(=O)(=O)Nc2ccc3c(c2)OCO3)cc1OCC(N)=O	4	12
CCOc1ccc(NC(=O)c2ccccc2OCC(=O)c2ccccc2)cc1	1	-26
CCC(Oc1ccccc1)C(=O)Nc1ccc(-c2nnc(-c3ccco3)o2)cc1 (stereo not drawn)	8	-106
CCC(=O)Nc1c(C#N)c2nc3ccccc3nc2n1C1CCCCC1	-8	15
C=CCSc1nc(C)cc(/C=C\c2ccccc2)c1C#N	-14	-15
Cc1ccc(NC(=O)CCC(=O)c2cccs2)cc1	-12	-12
O=C(O)c1cnc(-c2ccccc2)nc1Sc1ccc(Cl)cc1	-2	-29
CC(=O)c1cccc(NC(=O)C2CCN(S(=O)(=O)c3cccs3)CC2)c1	-3	24

Taken from above.
CC1CC2(CC(C)(C(=O)CSc3nc4ccccc4s3)OC2=O)C(=O)O1 (stereo not drawn) in ARNT TACC3 PPI: -3
CCOc1ccc(NC(=O)c2ccccc2OCC(=O)c2ccccc2)cc1 in ARNT TACC3 PPI: 1
Cc1cc(Cl)c(S(=O)(=O)Nc2ccc3c(c2)OCO3)cc1OCC(N)=O in PAX8 inh HTS: 12
CCC(=O)Nc1c(C#N)c2nc3ccccc3nc2n1C1CCCCC1 in PAX8 inh HTS: 15
C=CCSc1nc(C)cc(/C=C\c2ccccc2)c1C#N in ARNT TACC3 PPI: -14

More entries:
SMILES	ARNT TACC3 PPI	PAX8 inh HTS
CCOC(=O)N1CCN(c2c(-c3ccc(C)cc3)c(=O)c2=O)CC1	5	13
CCCn1c(Nc2ccccc2)nc2ccccc21	2	1
CCn1nnnc1SCC(=O)Nc1ccc2c(c1)OCCO2	0	-87
O=C(CN1C(=O)C2C3C=CC(C3)C2C1=O)NCc1ccc2c(c1)OCO2 (stereo not drawn)	-10	-5
Cc1cccc(-c2nsc(SCC(=O)Nc3nccs3)n2)c1	19	7
CCOc1ccccc1C(=O)Nc1ccccc1O	4	4
Cn1c(=O)c2c(nc(Br)n2CCSc2nnnn2-c2ccccc2)n(C)c1=O	-6	-18
CCc1cccc2c(=O)c(C(=O)N3CCOCC3)c[nH]c12	-6	10
Cc1ccc(C2(C)NC(=O)N(CC(=O)Nc3ccc4c(c3)OCO4)C2=O)cc1 (stereo not drawn)	6	5
CCOC(=O)N1CCN(S(=O)(=O)c2cc(Cl)c(OC)cc2Cl)CC1	-2	17
O=C(O)C1C2C=CC(C2)C1C(=O)NCCc1ccncc1 (stereo not drawn)	-2	-2
Cc1cc(Br)c(S(=O)(=O)NCCN2CCOCC2)cc1C	2	11
COc1ccc(/C=N/NC(=O)c2ccoc2C)cc1COc1ccc(Cl)cc1	27	2
Cc1ccc(C(=O)NC(=S)NCC(=O)c2ccccc2)cc1	-4	-42
CC(=O)NC(CC(=O)NCC(c1ccco1)N(C)C)c1ccccc1 (stereo not drawn)	13	-1
Cc1ccc(-n2ncc3c(=O)n(-c4ccc(C)c(C)c4)c(-c4ccco4)nc32)cc1	0	28
N#Cc1ccc(CSc2nnc(-c3ccncc3)n2CCc2ccccc2)cc1	-2	16
CCc1cc2c(=O)c(-c3cnn(-c4ccccc4)c3)c(C)oc2c(CN2CCCCC2)c1O	3	1
CC(C)COc1ccc(C2NC(=O)NC2=O)cc1 (stereo not drawn)	0	-19
Cc1cc(N2CCN(c3ccccn3)CC2)n2c(nc3ccccc32)c1C#N	-10	4
COc1ccc(-c2[nH]nc3oc(=O)cc(C)c23)cc1	-1	5
Cc1c(C(=O)Nc2ccc(Cl)cc2)c2ccccn2c1C(=O)c1ccc(F)cc1	-10	18
COc1ccc(C(C)=O)cc1COC(=O)Cc1n[nH]c(=O)c2ccccc12	14	-14
Cc1nnc(NC(=O)CSc2ncnc3scc(-c4ccccc4)c23)s1	-4	0
O=C(COc1nnnc2ccccc12)N1CCCc2ccccc21	-2	-16
COc1ccccc1NC(=O)CCn1cccc1	3	-15
CCCC1C2C(=O)N(c3ccccc3OCC)C(=O)C2ON1c1ccccc1 (stereo not drawn)	2	-1
Cc1ccccc1NC(=S)NC(NC(=O)c1ccccc1C)C(Cl)(Cl)Cl (stereo not drawn)	-2	22
O=C(NCc1ccccc1)NC1(C(=O)N2CCOCC2)CCCCC1	1	-35
FC(F)(F)c1nnc(-c2ccccc2)nc1Oc1ccccc1	-3	2
CCc1cccc(C)c1NC(=O)CSc1ncn[nH]1	3	5
O=c1c2ccccc2oc2nc(C3CCCCC3)n(Cc3ccco3)c(=O)c12	-2	-12
O=C1CN2C(=Nc3ccc(Cl)cc3C2c2ccccc2)CN1 (stereo not drawn)	0	12
O=C(NCCCn1ccnc1)/C(=C/c1ccco1)NC(=O)c1ccccc1	7	-15
CCOC(=O)C1=C(C)Nc2ccccc2N=C1NC(=O)c1cccc(S(=O)(=O)NCc2ccccc2)c1	-13	-1
O=C(O)CSC1c2ccccc2C(=O)N1c1ccccc1 (stereo not drawn)	7	-6

The list is partial; count on the stated rates, not on these rows.
